KCNH2 3.1 block = KCNH2 3.1 (human) potassium channel inhibition | U2OS KCNH2 3.1, thallium flux FluxOr; stronger effect = lower value | actives 0.95% (n = 340,000) | activity change, % (tested at about 1.8 µM);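 active = maximum activity change below -70%; inconclusive = maximum activity change from -70% to -50%; inactive = maximum activity change above -50%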;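 also: thallium influx rate constant from kinetic fluorescence after stimulation buffer; % is scaled to controls: 0 for no effect and ±100 for the full control effect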
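Channel expression came from 3.1 mutant virus (1.77 x 10^8 /mL) applied to suspended U2OS cells for 4 h. Flux was tracked with FluxOr dye plus Red40 quencher, and kinetic rate constants normalized to controls.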
Gal4-VP16 FLuc = counter-screen for ROR gamma inhibitors: Gal4-VP16 reporter | actives 3.5% (n = 310,000) | Drosophila S2 Gal4-VP16 UAS-luciferase, luminescence, 20 h | Potency, µM (highest dose often 53.6 µM), without a hit: at the top dose activity, negative = inhibition, most hits filed as inhibitors;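 also: Gal4-VP16 expression switched on by copper sulfate through the metallothionein promoter; potency is read from the fitted curve at half-maximal effect; % is scaled to controls: 0 for no effect and ±100 for the full control effect; nearly all actives have a fitted effect of over 50% in size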
FLuc modulator = inhibits or activates purified firefly luciferase, miR-21 counter-screen; P08659; Potency, µM (top dose mostly 57.5 µM), for the others: top-dose activity change, negative = inhibition, usual class: inhibitors; purified FLuc, Km substrates, luminescence inhibition; AID 588342; actives 6.9% (n = 360,000);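 also: potency is read from the fitted curve at half-maximal effect; plate controls were vehicle for no effect and reference inhibitor for full effect; nearly all actives have a fitted effect of over 55% in size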
Target sequence (P08659 whole entry, looked up): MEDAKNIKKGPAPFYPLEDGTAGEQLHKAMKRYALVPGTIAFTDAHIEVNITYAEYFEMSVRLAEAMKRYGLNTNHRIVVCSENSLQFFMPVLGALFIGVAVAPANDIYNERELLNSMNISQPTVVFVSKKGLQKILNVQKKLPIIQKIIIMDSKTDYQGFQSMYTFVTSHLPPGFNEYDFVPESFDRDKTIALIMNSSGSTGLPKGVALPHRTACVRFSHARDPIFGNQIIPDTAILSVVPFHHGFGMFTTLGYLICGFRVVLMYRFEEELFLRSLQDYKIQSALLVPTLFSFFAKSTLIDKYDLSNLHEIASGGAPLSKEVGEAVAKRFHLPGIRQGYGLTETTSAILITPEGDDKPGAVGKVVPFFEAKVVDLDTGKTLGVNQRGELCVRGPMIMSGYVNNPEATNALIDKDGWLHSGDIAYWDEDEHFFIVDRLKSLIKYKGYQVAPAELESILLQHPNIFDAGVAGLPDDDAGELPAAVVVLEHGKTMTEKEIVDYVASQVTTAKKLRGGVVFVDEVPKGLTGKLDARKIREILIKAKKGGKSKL
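Biochemical qHTS of compounds, final roughly 60 µM downward over six points, against 10 nM purified firefly luciferase using Km concentrations of substrates (10 uM D-luciferin, 10 uM ATP) in Tris acetate pH 7.5 buffer; luminescence output.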
ELG1 DNA repair = ELG1-dependent DNA repair inhibition | HEK293T ELG1-luciferase reporter, luminescence, 16 h; DNA damage induced by 5-fluorouridine | Potency, µM (doses to about 46.1 µM), for inactives: top-dose activity change, negative = inhibition, actives largely listed as inhibitors | actives 2.3% (n = 330,000) | AID 504467; also: potency is read from the fitted curve at half-maximal effect; % is scaled to controls: 0 for no effect and ±100 for the full control effect; nearly all actives have a fitted effect of over 55% in size
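HEK293T cells expressing luciferase-tagged ELG1 (2,000/well) received 5-Fluorouridine plus compound or DMSO for 16 hr at 37 °C. Luciferase was read by ONE-Glo luminescence after 30 min at room temperature.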
Mito fusion yeast = blocks mitochondrial division or promotes mitochondrial fusion | S. cerevisiae fusion-defective mutant growth rescue, CellTiterGlo 48 h | Potency, µM (series often up to 46.1 µM), without a hit: at the highest dose growth rescue (activation), hits mostly activators | actives 0.23% (n = 320,000) | AID 485298;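 also: potency is read from the fitted curve at half-maximal effect; % of control where 0% means no effect; nearly all actives have a fitted effect of over 45% in size; temperature-sensitive fusion mutants such as fzo1-1 at 37 °C on non-fermentable ethanol glycerol medium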
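Temperature-sensitive fusion-defective S. cerevisiae (e.g. fzo1-1, mgm1-5) were grown with compound in YPEG medium (3% ethanol, 3% glycerol) for 48 hours at 37C. Growth rescue was measured as viability by CellTiterGlo luminescence after 10 minutes at ambient.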
RORgamma inh = inhibitors of mouse ROR gamma transcriptional activity; AID 2551; Drosophila S2 Gal4-RORgamma UAS-luciferase reporter, 20 h; Potency, µM (highest dose often 53.6 µM), for the others: at the top dose activity change, negative = inhibition, hits mostly inhibitors; actives 5.4% (n = 310,000); P51450; also: potency is read from the fitted curve at half-maximal effect; % is scaled to controls: 0 for no effect and ±100 for the full control effect; nearly all actives have a fitted effect of over 60% in size
Target sequence (P51450 whole entry, looked up, the tested form may be a part): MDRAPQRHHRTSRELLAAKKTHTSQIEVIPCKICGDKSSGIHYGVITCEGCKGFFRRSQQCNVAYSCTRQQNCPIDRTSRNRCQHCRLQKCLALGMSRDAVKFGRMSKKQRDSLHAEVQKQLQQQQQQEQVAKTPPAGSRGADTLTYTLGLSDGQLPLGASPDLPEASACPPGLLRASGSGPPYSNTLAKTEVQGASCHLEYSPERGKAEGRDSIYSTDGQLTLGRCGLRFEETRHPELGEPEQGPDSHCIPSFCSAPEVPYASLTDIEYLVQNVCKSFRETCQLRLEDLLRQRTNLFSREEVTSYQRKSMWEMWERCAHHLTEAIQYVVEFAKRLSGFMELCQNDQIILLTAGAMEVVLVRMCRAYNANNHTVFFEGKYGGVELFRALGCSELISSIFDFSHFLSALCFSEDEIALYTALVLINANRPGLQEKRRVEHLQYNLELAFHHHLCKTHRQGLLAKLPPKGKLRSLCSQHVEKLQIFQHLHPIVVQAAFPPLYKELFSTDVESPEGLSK
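Drosophila S2 cells stably expressing Gal4-DBD/mouse RORγ fusion under metallothionein promoter plus UAS-luciferase; compound 1 h, then 700 uM CuSO4 induction for 20 h at ambient temperature; inhibition read as reduced luminescence.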
Menin MLL FP TR = inhibitors of human menin-MLL interaction, mutant MLL peptide; Potency, µM (series often up to 61.6 µM), for the others: top-dose FP activity change, negative = inhibition, most hits filed as inhibitors; O00255; Menin + Texas Red MLL mutant peptide, fluorescence polarization; actives 0.23% (n = 270,000); AID 1768; active = well fitted inhibition curve with a large enough effect in the polarisation, with a control signal flat, not every such curve was filed as active; inconclusive = small, poorly fitted or top-dose-only effect, or effect the other way, or a change in a side signal; inactive = no such curve, though single readings can be large or run the other way; the % refers to the polarisation; also: potency is read from the fitted curve at half-maximal effect; % of control where 0% means no effect; many of its hits are not listed in these tables
Rab9 prom act = Rab9 promoter activation. Huh7 Rab9 promoter-luciferase reporter, luminescence, 24 h. Potency, µM (highest dose often 9.22 µM), without a hit: at the top dose activation, negative = inhibition, actives largely listed as activators. actives 2.8% (n = 320,000). AID 485297; also: potency is read from the fitted curve at half-maximal effect; % of control where 0% means no effect; nearly all actives have a fitted effect of over 60% in size
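Huh7 cells stably carrying a Rab9 promoter-luciferase reporter, 1500 cells per well in OP-MEM I with 10% FBS, treated with compound 24 hours at 37C. Luciferase activity read by luminescence after 10 minutes with Amplite reagent.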
MBNL1-CUG inh = blocks human MBNL1 binding to CUG repeat RNA | TR-FRET MBNL1-His/biotin-(CUG)12 binding, 665/545 ratio | Potency, µM (top dose mostly 57.5 µM), inactives show at the top dose activity change, negative = inhibition, hits mostly inhibitors | actives 0.036% (n = 280,000) | AID 2675; active = well fitted inhibition curve with a large enough effect in the signal ratio, with a control signal flat, not every such curve was filed as active; inconclusive = small, poorly fitted or top-dose-only effect, or effect the other way, or a change in a side signal; inactive = no such curve, though single readings can be large or run the other way; the % refers to the signal ratio; also: potency is read from the fitted curve at half-maximal effect; % is scaled to controls: 0 for no effect and ±100 for the full control effect
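TR-FRET between His-tagged MBNL1 and biotin-(CUG)12 RNA, detected with Tb anti-His antibody (0.055 ng/ul) and streptavidin-XL665 (5 nM), 60 min at room temperature. Compounds titrated 92 nM to 58 uM; 665/545 nm ratio normalized to buffer and complex controls.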
NPC1 prom act = NPC1 promoter activation | Potency, µM (top dose mostly 9.22 µM), for the others: top-dose activation, actives largely listed as activators | Huh7 NPC1 promoter luciferase reporter, 24 h | actives 2.4% (n = 320,000) | AID 485313;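 also: potency is read from the fitted curve at half-maximal effect; % of control where 0% means no effect; nearly all actives have a fitted effect of over 60% in size; reporter is driven by a mutant NPC1 promoter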
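Quantitative HTS used a cell-based reporter: Huh7 cells stably bearing the NPC1 promoter upstream of luciferase were treated with compounds for 24 h, and promoter activation was read as luminescence.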
PKM2 act = PKM2 (human) enzyme activation. actives 0.34% (n = 260,000). P14618. purified PKM2, Kinase-Glo ATP luminescence, activation; response scale: 0% is enzyme alone, no compound. Potency, µM (titrated, usually from 57.5 µM), without a hit: at the highest dose activation, most hits filed as activators. AID 1631; also: potency is read from the fitted curve at half-maximal effect; % is scaled to controls: 0 for no effect and ±100 for the full control effect; nearly all actives have a fitted effect of over 55% in size
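ATP formation by purified human PK-M2, quantified via coupled luciferase luminescence after 1 h at room temperature with 0.1 mM ADP and 0.5 mM PEP final.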
The depositor's hits bear a star; ? = inconclusive; · = no result given; [ ] = dose if it differs, or a comment. Unless noted, calls follow the shape of the dose curve; as a rule, active = well fitted curve in the direction sought with a large enough effect; inconclusive = small, poorly fitted or top-dose-only effect, or another doubt; inactive = no such curve, though single readings can be large; an effect the other way counts as inactive or inconclusive.

SMILES	KCNH2 3.1 block	Gal4-VP16 FLuc	FLuc modulator	ELG1 DNA repair	Mito fusion yeast	RORgamma inh	Menin MLL FP TR	Rab9 prom act	MBNL1-CUG inh	NPC1 prom act	PKM2 act
NC(N)=Nc1nc(-c2ccccc2)c2cc(F)ccc2n1	14	-8%	3%	0%	-1%	-27%	?	-7%	?	-3%	-28%
O=C(/C=C/c1ccco1)N1CCN(C/C=C/c2ccccc2)CC1	-4	-6%	-1%	10%	7%	20%	1%	-1%	11%	6%	-5%
COc1ccc(NC2=NCCCCC2)cc1	1	-3%	1%	?	-1%	6%	12%	-1%	0%	1%	0%
O=C(Cn1cc(C(F)(F)F)ccc1=O)NCCc1ccc(Cl)cc1Cl	0	-7%	-1%	7%	-2%	2%	4%	-5%	-9%	-2%	-2%
CC(=O)N1CCc2c(sc(NC(=O)Cc3ccccc3)c2C(N)=O)C1	12	-4%	-4%	5%	-3%	-28%	0%	12%	14%	1%	-4%
CCN(CC)S(=O)(=O)c1cccc(N=NC2=C(O)CCCC2=O)c1	19	5%	-3%	8%	-2%	24%[10 µM]	2%	7%	·	7%	-5%
Cc1ccc2c(c1)/C(=N/O)CCS2	23	0%	-1%	8%	-3%	3%	-20%	-3%	-13%	0%	-2%
CCN(CC)S(=O)(=O)c1cccc(C(=O)NN2Cc3ccccc3C2=N)c1	12	-1%	0%	6%	0%	-11%	?	9%	-18%	0%	-14%
CCN(CC)S(=O)(=O)c1ccc(N2CCOCC2)c(NC(=O)COc2ccc(C#N)cc2)c1	-3	-2%	15µM*	0%	1%	?	·	-3%	-17%	-5%	10%
COC(=O)C1=CN(c2ccc(Cl)cc2)C=C(C(=O)OC)C1c1ccc([N+](=O)[O-])cc1	-36	-1%	-1%	?	5%	-3%	3%	0%	8%	0%	-6%
COc1ccc(N(CC(=O)Nc2cc(OC)ccc2OC)S(=O)(=O)c2c(C)nn(C)c2C)cc1	4	2%	0%	-7%	5%	-13%	0%[11.7 µM]	5%	2%	-3%	-17%
COc1cc(/C=C2\CC(C(C)(C)C)C/C(=C\c3cc(OC)c(OC)c(OC)c3)C2=O)cc(OC)c1OC (stereo not given)	-5	-13%	-1%	?	15%	?	7.9µM*	0%[1.84 µM]	-11%	-41%[inhibitor]	·
CC(C)Oc1cccc(C(=O)C2CCCN(C(=O)c3ccoc3)C2)c1 (stereo not given)	-1	4%	-26%	16%	1%	33%	?	27%	8%	7%	3%
COc1ccc(CCn2c(=N)c(C(=O)NCC3CCCO3)cc3c(=O)n4ccccc4nc32)cc1 (stereo not given)	-86*	-10%	2%	?	1%	13%	·	0%	?	-9%	·
Cc1cc(Sc2nc(N(C)C)nc(N(C)C)n2)nc(Cl)n1	11	-8%	-3%	-17%	4%	-16%	-3%	-11%	5%	-3%	3%
COc1ccc(CNc2ccc([N+](=O)[O-])cn2)cc1	11	-7%	11µM*	?	8%	?	0%	4µM*	?	3.2µM*	·
O=C(c1ccccc1)c1ccc(C(=O)N2CCN(c3ccc(F)cc3)CC2)o1	?	3%	0%	-28%	26%	43%	-2%	-3%	?	1%	7%
O=C(Nc1ncc(C(F)(F)F)cc1Cl)C1COc2ccccc2O1 (stereo not given)	-5	0%	3%	22%	4%	-30%	8%	1%	5%	-2%	16%
CCOC(=O)CN1C(=N)N(c2nc(NC(C)C)nc(OC)n2)CC1=O	-16	0%	1%	2%	3%	5%	·	0%	-7%	1%	-1%
CC1(C)CC2(CCO1)OC(=O)CC2C(=O)NCCc1ccccc1 (stereo not given)	-3	0%	-6%	?	-2%	-11%	4%	6%	5%	0%	-1%

As entered above:
O=C(/C=C/c1ccco1)N1CCN(C/C=C/c2ccccc2)CC1 – Menin MLL FP TR = 1%
CC(C)Oc1cccc(C(=O)C2CCCN(C(=O)c3ccoc3)C2)c1 (stereo not given) – PKM2 act = 3%

Further structures
SMILES	KCNH2 3.1 block	Gal4-VP16 FLuc	FLuc modulator	ELG1 DNA repair	Mito fusion yeast	RORgamma inh	Menin MLL FP TR	Rab9 prom act	MBNL1-CUG inh	NPC1 prom act	PKM2 act
Cc1nc2ccc(N)cc2s1	17	5%	5%	2%	2%	10%	-14%	-7%	1%	6%	0%
CN(C)c1ccc(-c2nnn(CC(=O)Nc3ccc4c(c3)OCCO4)n2)cc1	5	0%	-11%	?	-1%	-1%	?	1%	93%[activator]	-3%	1%
CCOC(=O)c1c(SCC(=O)Nc2nccs2)nc(C)c(C)c1C	6	?	-1%	?	5%	1%	·	2.5µM*	16%	2.8µM*	9%
Cn1c(SCCN2CCCCC2)nnc1-c1ccccc1Br	-11	6%	-5%	0%	2%	3%	-17%	0%	2%	0%	-3%
CCCc1cc(=O)[nH]c(SCC(=O)NC)n1	23	0%	1%	19%	1%	-19%	-16%	3%	7%	0%	1%
O=C(CSc1nc2ccccc2c(=O)n1CC1CCCO1)Nc1ccc(F)cc1 (stereo not given)	3	11%	-2%	?	2%	-1%	1%	-6%	-5%	-6%	6%
O=C(c1ncn(Cc2ccccc2)c1C(=O)N1CCc2ccccc2C1)N1CCc2ccccc2C1	-4	·	0%	-4%	-6%	·	·	0%	·	-4%	·
CC(C)N1CCC(N2CCN(Cc3cccc4nonc34)CC2CCO)CC1 (stereo not given)	-7	5%	2%	1%	1%	4%	0%	-3%	?	-1%	0%
O=C(NNC(=O)c1csc(-c2cccnc2)n1)Nc1ccc(Cl)cc1	-25	-3%	?	-2%	-5%	17%	·	-4%	6%	-4%	-5%
CCOc1cccc2sc(NN)nc12	18	-26%	?	-8%	0%	?	?	-3%	-6%	-2%	-31%
COc1ccccc1C(=O)NNC(=O)CCN1C(=O)/C(=C\c2ccccc2)SC1=S	9	-9%	3%	2%	2%	-23%	?	2%	4%	-3%	7%
O=[N+]([O-])c1ccc(S(=O)(=O)CC2CSc3nc4ccccc4n32)cc1 (stereo not given)	-4	?	1%	2%	-1%	-25%	4%	-13%	?	-12%	-1%
O=C(NC1CCN(Cc2ccccc2)CC1)c1cc(Br)c(Br)[nH]1	1	1%	1%	-2%	-2%	7%	10%	-10%	4%	-7%	-11%
COc1ccc(N2CCN(C(=O)C3CCCO3)CC2)cc1 (stereo not given)	-8	-4%	-3%	9%	-7%	2%	23%	0%	-2%	-1%	0%
CCCn1c(SCC(=O)NCC)nc2sc3c(c2c1=O)CCC3	6	-2%	1%	?	5%	-12%	3%	-2%	-4%	-1%	2%
Cc1ccccc1Nc1nc(N)nc(CSc2nnc3ccccn23)n1	-12	5%	-16%	?	5%	39%	-2%	?	-4%	14%	11%
O=C(NC1CCCC1)C(c1ccsc1)N(Cc1ccco1)C(=O)Cc1cccs1 (stereo not given)	-2	4%	0%	?	12%	19%	-12%	3%	-9%	0%	-6%
O=C(CSc1nnc(-c2cccnc2)s1)Nc1ccccc1	9	-8%	-2%	11%	2%	-1%	?	-5%	0%	-1%	14µM*

Part of the list above, showing only Rab9 prom act.
SMILES	Rab9 prom act
CCOc1cccc2sc(NN)nc12	-3%
O=C(c1ncn(Cc2ccccc2)c1C(=O)N1CCc2ccccc2C1)N1CCc2ccccc2C1	0%
CCCn1c(SCC(=O)NCC)nc2sc3c(c2c1=O)CCC3	-2%
Cc1ccccc1Nc1nc(N)nc(CSc2nnc3ccccn23)n1	?

Copied from above, 2 compounds:
SMILES	KCNH2 3.1 block	Gal4-VP16 FLuc	FLuc modulator	ELG1 DNA repair	Mito fusion yeast	RORgamma inh	Menin MLL FP TR	Rab9 prom act	MBNL1-CUG inh	NPC1 prom act	PKM2 act
O=C(NC1CCCC1)C(c1ccsc1)N(Cc1ccco1)C(=O)Cc1cccs1 (stereo not given)	-2	4%	0%	?	12%	19%	-12%	3%	-9%	0%	-6%
O=C(CSc1nnc(-c2cccnc2)s1)Nc1ccccc1	9	-8%	-2%	11%	2%	-1%	?	-5%	0%	-1%	14µM*

High-throughput results as filed in PubChem BioAssay.

This is a subset. The share of hits here may be higher or lower than overall.
